Assay outcomes deposited in PubChem BioAssay by National Center for Advancing Translational Sciences (NCATS).
S3 lipid droplet: qHTS Assay for Lipid Storage Modulators in Drosophila S3 Cells. Drosophila S3 cells, BODIPY lipid droplet fluorescence, 18-24 h; cells fed with added oleic acid. lipid storage change, negative = inhibition, % at the top dose, mostly 46.1 µM; hits show Potency in µM. 320,000 compounds, 0.64% hits. AID 2685; active means well fitted inhibition curve with a large enough effect in the signal ratio, with a control signal flat, not every such curve was filed as active; inconclusive means small, poorly fitted or top-dose-only effect, or effect the other way, or a change in a side signal; the % refers to the signal ratio
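Drosophila S3 cells got compounds at several concentrations plus oleic acid (400 uM solution). Laser-scanning cytometry with 488 nm excitation read lipid droplets at 500-530 nm and cells at 575-640 nm. Percent activity was relative to 20 uM Triacsin C.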
S3 lipid droplet cell count max: also measured in S3 lipid droplet; calls as there; cell number change, %; measured here: cell count max response;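 cells counted by Cell Tracker Red CMTPX staining in the red channel; peak over a dose series mostly up to 46.1 µM; percent activity relative to internal control wells on each plate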
* hit, by the source's call; i = inactive; ? = inconclusive; / = not tested or not shown; [ ] = remark or other dose. On the % scale 0 is the no-effect control and ±100 the full control effect; potency means the concentration at half of the fitted maximal effect. Some of the compounds tested; the hit share may differ from the screen's.

SMILES | S3 lipid droplet | S3 lipid droplet cell count max
O=C(Nc1cccc([N+](=O)[O-])c1)c1cnccn1 | ? | /
O=C(CSCc1cccc(Cl)c1)OCc1nc2ccsc2c(=O)[nH]1 | 25% | 10
Nc1nc(CSC(=S)N2CCOCC2)nc(Nc2ccccc2)n1 | ? | /
Cc1ccc(F)cc1NC(=O)COC(=O)C1CCN(c2ccc(C(F)(F)F)cn2)CC1 | ? | /
COc1ccc(NC(=O)C2Cc3ccccc3CN2C(=O)c2ccco2)cc1 (stereo not given) | ? | /
COc1ccc(C2=NN(S(C)(=O)=O)C(c3ccc4nccnc4c3)C2)cc1 (stereo not given) | ? | /
O=C(COc1coc(CN2CCc3ccccc3C2)cc1=O)Nc1cccc([N+](=O)[O-])c1 | 13%[0.0737 µM] | 20
CCC(C)(C#CCN1CCCCC1)OCCC#N (stereo not given) | 0% | /
CCOc1ccc(NC(=O)CC2C(=O)N(c3ccc(OC)cc3)C(=O)N2Cc2ccc(OC)cc2)cc1 (stereo not given) | ? | /
CCn1cc(C(=O)NCC2CCCO2)c(=O)c2cc(S(=O)(=O)N3CCC(C)CC3)ccc21 (stereo not given) | -7% | -18
Cn1cc(C(=O)Nc2cccc(F)c2)cn1 | 1% | 3
N=c1c(C(=O)NCc2ccc3c(c2)OCO3)cc2c(=O)n3ccccc3nc2n1CC1CCCO1 (stereo not given) | ? | /
CN(C)S(=O)(=O)c1ccc(C(=O)OCC2CCCO2)cc1 (stereo not given) | 3% | 7
CCOC(=O)CON1C(=O)C(C)(C)N(OCC(=O)OCC)C(=O)C1(C)C | -1% | 1
O=c1oc2cc(Br)ccc2n1CSC1=NCCS1 | ? | /
COc1cccc(-n2c(SCC(=O)NC3CCCC3)nnc2-c2ccco2)c1 | 7% | 14
C=CCNc1nc2c(c(=O)n(C)c(=O)n2C)n1CCCCCC | ? | /
C=CCC(C)(NCc1ccccc1)c1ccccc1 (stereo not given) | ? | /
COc1cc(-c2noc(C)n2)cc(OC)c1OC | -1% | 0
CC(C)(C)NC(=O)C1CCN(S(=O)(=O)c2ccc(Br)cc2)CC1 | i | 2
CC1=C(C#N)C(Nc2cccc(C)n2)(C(F)(F)F)C(=O)N1 (stereo not given) | ? | /
Cc1cccc(N2C(=O)C(O)=C(C(=O)c3cccs3)C2c2cccc(Oc3ccccc3)c2)n1 (stereo not given) | ? | /
CCN1CCN(C(=O)Cn2nc(-c3ccc(Cl)cc3)ccc2=O)CC1 | -2% | -2
COc1cc2nc(=S)n3[nH]c(CCn4c(C)nc5ccccc54)nc3c2cc1OC | i | -8
O=C(/C=C/c1cc([N+](=O)[O-])ccc1OC(F)F)NCc1ccc(Cl)cc1 | ? | /
(cont.)
SMILES | S3 lipid droplet | S3 lipid droplet cell count max
O=C(OCC(=O)N1CCN(C(=O)c2ccco2)CC1)c1cncc(Br)c1 | 8% | 0
CCn1cc(C(=O)Nc2sc(C)c(C)c2C(=O)OC)cn1 | 28% | -14
COc1cc(NC(=O)c2ccccc2)c(OC)cc1NC(=O)Cc1ccccc1 | -12% | 1
CC(=O)N1CCc2cc(C(=O)CN3CCN(c4ccccn4)CC3)ccc21 | 22% | 30
COCCN(CC(=O)NCc1ccc2c(c1)OCO2)C(=O)CCC(=O)Nc1nccs1 | 7% | 5
CCc1cc(CNC(=O)C2CCC(=O)N(CCc3ccc(OC)cc3)C2)on1 (stereo not given) | ? | /
CCc1nnc(NC(=O)CCC(=O)Nc2ccccc2)s1 | ? | /
Cc1cccc(S(=O)(=O)NCCc2cn3ccccc3n2)c1 | ? | /
COc1ccccc1-c1sc2ccccc2c1-c1ccccc1OC | ? | /
O=C(c1ccccc1)c1ccc(OCCCCN2CCCCC2)cc1 | i | 7
CCOC(=O)N1CCN(S(=O)(=O)c2c(C)cc(C)cc2C)CC1 | ? | /
Cc1ccc(CNC(=O)c2ccccc2NC(=O)CSc2nnnn2C)cc1 | 4% | 10
COc1cccc(CNC(=S)Nc2cc(OC)ccc2OC)c1 | ? | /
CC1C2(C)OCC(C#N)(C(=N)O2)C1(C#N)C#N (stereo not given) | 10% | 5
Cc1cc(/C=C2/SC(=O)N(CC(=O)OC(C)C)C2=O)c(C)n1C | i | 20
O=C(N/N=C\c1cc([N+](=O)[O-])ccc1N1CCOCC1)c1ccccn1 | ? | /
Oc1ccc(-c2csc(Nc3ncccn3)n2)cc1 | i | /
COc1ccc(/C(N)=N/OC(=O)CCC2CCCC2)cc1 | ? | /
Cc1cn(C2OC(COC(=O)c3ccccc3)C(O)C2O)c(=O)[nH]c1=O (stereo not given) | i | /
NC(=O)C1CCN(C(=O)c2ccc3c(=O)n(Cc4ccco4)c(SCC(=O)c4ccc(F)cc4)nc3c2)CC1 | ? | /
CSCCC(NC(=O)COc1ccccc1)C(=O)N1CCN(c2ccccc2F)CC1 (stereo not given) | 12% | -8
CCOC(=O)N=Nc1c(O)n(CC)c2ccccc12 | ? | /
CCOc1cc(N2CCOCC2)c(OCC)cc1NC(=O)C(C)C | 4% | 10
O=C(NCCc1c[nH]c2ccccc12)c1cccc(S(=O)(=O)Nc2ccccc2Cl)c1 | 5% | 9
O=C(NC1CC1)C1C2C3C4CC5C3C5C4C12 (stereo not given) | ? | /
Additional entries
SMILES | S3 lipid droplet | S3 lipid droplet cell count max
O=C(O)CSc1ncn[nH]1 | 1% | -5
COc1ccc2[nH]c3c(=O)n(CCCN4CCOCC4)cnc3c2c1 | ? | /
CC(C)CC(NC(=O)c1ccccc1)C(=O)N/N=C/c1ccco1 (stereo not given) | 8% | -1
Cc1nc(N)sc1-c1csc(Nc2ccc(S(N)(=O)=O)cc2)n1 | ? | /
Cc1ccc(S(=O)(=O)N(Cc2ccccc2)c2ccccc2C(=O)NCc2cccnc2)cc1 | -24% | -3
O=C(CN(C(=O)CNC(=O)c1cccs1)c1ccc(F)cc1)NC1CCCCC1 | i | 2
O=C(C1CCC(CNS(=O)(=O)c2ccc(F)cc2)CC1)N1CCOCC1 (stereo not given) | -1% | 9
Cc1ccc(Cn2nnc3c(=O)[nH]c(C4CCN(C(=O)c5cccs5)CC4)nc32)cc1 | ? | /
CC(C)(C)C(=O)Nc1ccc(C(=O)N/N=C/C2CC3C=CC2C3)cc1 (stereo not given) | ? | /
CCCC1CCc2c(sc(NC(=O)OCC)c2C#N)C1 (stereo not given) | -27% | -38
O=C(Cn1c(=O)oc2cc(S(=O)(=O)N3CCCCC3)ccc21)N1CCc2ccccc21 | ? | /
COc1cc(/C=C/C(=O)O)cc(S(=O)(=O)NCC2CCCO2)c1OC (stereo not given) | ? | /
COc1ccccc1-n1cnc2cc(NCc3ccccc3O)ccc21 | ? | /
COc1cccc(C(=O)NCC(c2cccnc2)N2CCN(c3ccccc3OC)CC2)c1 (stereo not given) | -24% | -4
Cc1ccc(COc2coc(CN3CCN(C(=O)c4ccco4)CC3)cc2=O)cc1 | ? | /
S=C(c1ccc(-c2ccc(Cl)cc2)o1)N1CCCCC1 | ? | /
CCCOc1ccc(OCCNC2CCCC2)cc1 | -9% | -1
S=C(NCc1ccco1)Nc1ccc(Cl)cn1 | 14% | 15
CCn1cc(C(=O)NN)c(=O)c2cc(F)c(N3CCOCC3)cc21 | i | 22
COc1cc(NC(=O)c2c(F)c(F)c(OC)c(F)c2F)ccc1NC(=O)c1cccs1 | ? | /
COc1ccc(C(=O)Nc2ccccc2N2CCOCC2)cc1S(=O)(=O)N1CCOCC1 | 13% | -16
O=C(O)CCN1C(=O)/C(=C\c2ccc(OCc3ccccc3)c(OCc3ccccc3)c2)SC1=S | ? | /
Cc1ccc(CN(C)C(=O)C2CCC(=O)N(C3CCCCCC3)C2)cc1 (stereo not given) | i | -10
COc1ccc(S(=O)(=O)N(C)CC(=O)N2CCCCCC2)cc1OC | ? | /
COc1ccc(NS(=O)(=O)c2cc(NC(=O)c3ccco3)ccc2N2CCCCC2)cc1 | ? | /

Sorted by the number under S3 lipid droplet (descending): 3 of the compounds above
Structure	S3 lipid droplet	S3 lipid droplet cell count max
O=C(O)CSc1ncn[nH]1	1%	-5
COc1cc(-c2noc(C)n2)cc(OC)c1OC	-1%	0
Cc1ccc(S(=O)(=O)N(Cc2ccccc2)c2ccccc2C(=O)NCc2cccnc2)cc1	-24%	-3

Continuation:
SMILES | S3 lipid droplet | S3 lipid droplet cell count max
CCOc1ccc(CNS(=O)(=O)c2c(C)nc3sccn3c2=O)cc1OC | -4% | 11
COc1ccc(CCNc2ncnc3c2oc2ccccc23)cc1OC | ? | /
CCCn1c(=O)c(C(=O)NCc2ccco2)c(O)c2ccccc21 | 0% | /
CC(=O)Nc1ccc(NC(=O)C2CCCCN2S(=O)(=O)c2ccc(C(C)(C)C)cc2)cc1 (stereo not given) | ? | /
Cc1ccc(N2C(=O)N(CC(=O)C(C)(C)C)c3ccccc3S2(=O)=O)cc1 | 11% | 7
CCOC(=O)C1CCN(C(=O)Nc2ccc3nc(-c4ccco4)c(-c4ccco4)nc3c2)CC1 | i | /
COc1cccc(N2CCN(c3ccc4nnc(CCC(=O)Nc5ccccn5)n4n3)CC2)c1 | ? | /
Cc1ccc(C)c(S(=O)(=O)N2CCCOC2CNC(=O)C(=O)NCCC2=CCCCC2)c1 (stereo not given) | 7% | 8
CCOC(=O)c1cc(CC)sc1NC(=O)CC1Sc2ccc(C(F)(F)F)cc2NC1=O (stereo not given) | ? | /
Cc1cc(NC(=O)CS(=O)(=O)Cc2ccccc2)no1 | -4% | 9
O=C(O)c1ccc(N/N=C/c2cccc(C(F)(F)F)c2)cc1 | -3% | -5
CC(C)(C)NC(=O)NC(=O)CN1CCN(Cc2ccccc2)CC1 | i | /
CCN(CC)CCN1C(=O)C(=O)/C(=C(/O)c2ccc(OC(C)C)cc2)C1c1ccncc1 (stereo not given) | ? | /
COc1ccc(Cn2c3nc4ccccc4nc3c3c(=O)n(Cc4ccco4)cnc32)cc1 | ? | /
COc1ccc(CCC(=O)OCC(=O)N(C)c2c(N)n(Cc3ccccc3)c(=O)[nH]c2=O)cc1 | ? | /
CCOc1ccc(-n2c(=O)c3sccc3n(CC(=O)NCc3ccco3)c2=O)cc1 | -23% | -9
CC(=O)c1cccc(NC(=O)C2C3C=CC(C3=C(c3ccccc3)c3ccccc3)C2C(=O)O)c1 (stereo not given) | ? | /
O=C1CCCN1CCCNc1ccc2nnc(CCC(=O)N3CCN(c4ccccc4)CC3)n2n1 | ? | /
O=C(CSc1ccccc1)Nc1ccc(S(=O)(=O)Nc2ncccn2)cc1 | ? | /
CC1(C)CC(=O)c2sc(NS(=O)(=O)Cc3ccccc3)nc2C1 | ? | /
Cc1ccc(CCC(=O)Nc2ccc(CC(=O)O)cc2)o1 | -1% | -13
CCOCCCNc1nc2c(C)cccn2c(=O)c1/C=C1\SC(=S)N(C(C)CC)C1=O (stereo not given) | 0.46µM* | 30*
CCn1ncc(S(=O)(=O)NCc2ccccc2Cl)c1C | ? | /
CCCc1c(NC(=O)Nc2ccc(F)cc2)cnn1-c1ccc(Cl)cc1 | ? | /
CC1CCC2(CC1)NC(=O)N(CC(=O)c1ccc(Cl)s1)C2=O (stereo not given) | ? | /
(listing goes on)
SMILES | S3 lipid droplet | S3 lipid droplet cell count max
COc1ccc(CN2CCN(CC=C(C)C)C(CCO)C2)cc1Cn1cccn1 (stereo not given) | 17% | 8
CCCS(=O)(=O)N1CCC(C(=O)NCCN2CCC(Cc3ccccc3)CC2)CC1 | ? | /
COc1ccc(S(=O)(=O)NC2(C(F)(F)F)N=C3SCCN3C2=O)cc1 (stereo not given) | -16% | -9
COc1ccc(OC)c(C(=O)CSc2nnc(-c3cccs3)n2C)c1 | 19% | 6
CCOc1ccc(-c2cn(-c3cccc(SC)c3)c(=O)[nH]2)cc1 | 19% | /
COc1ccc(N(C(=O)C(C)C)S(=O)(=O)c2cccc([N+](=O)[O-])c2)cc1 | ? | /
CCOc1ncccc1C(=O)N(C)CC1COc2ccccc2O1 (stereo not given) | ? | /
COc1ccc(CCC(=O)NCc2cn3ccccc3n2)cc1 | 9% | 8
CCOc1ccc(OCc2ccc(C(=O)O)o2)cc1 | ? | /
CC(=O)Nc1ccc(NC(=O)COC(=O)c2c3c(nc4ccccc24)CCN(Cc2ccccc2)C3)cc1 | ? | /

15 compounds from above, sorted by length of the SMILES, highest first.
SMILES | S3 lipid droplet | S3 lipid droplet cell count max
CC(=O)Nc1ccc(NC(=O)COC(=O)c2c3c(nc4ccccc24)CCN(Cc2ccccc2)C3)cc1 | ? | /
CC(=O)c1cccc(NC(=O)C2C3C=CC(C3=C(c3ccccc3)c3ccccc3)C2C(=O)O)c1 (stereo not given) | ? | /
COc1ccc(N(C(=O)C(C)C)S(=O)(=O)c2cccc([N+](=O)[O-])c2)cc1 | ? | /
O=C1CCCN1CCCNc1ccc2nnc(CCC(=O)N3CCN(c4ccccc4)CC3)n2n1 | ? | /
CCOc1ccc(-n2c(=O)c3sccc3n(CC(=O)NCc3ccco3)c2=O)cc1 | -23% | -9
CCCS(=O)(=O)N1CCC(C(=O)NCCN2CCC(Cc3ccccc3)CC2)CC1 | ? | /
COc1ccc(S(=O)(=O)NC2(C(F)(F)F)N=C3SCCN3C2=O)cc1 (stereo not given) | -16% | -9
O=C(CSc1ccccc1)Nc1ccc(S(=O)(=O)Nc2ncccn2)cc1 | ? | /
CCOc1ccc(-c2cn(-c3cccc(SC)c3)c(=O)[nH]2)cc1 | 19% | /
CC1(C)CC(=O)c2sc(NS(=O)(=O)Cc3ccccc3)nc2C1 | ? | /
COc1ccc(OC)c(C(=O)CSc2nnc(-c3cccs3)n2C)c1 | 19% | 6
CCOc1ncccc1C(=O)N(C)CC1COc2ccccc2O1 (stereo not given) | ? | /
COc1ccc(CCC(=O)NCc2cn3ccccc3n2)cc1 | 9% | 8
CCn1ncc(S(=O)(=O)NCc2ccccc2Cl)c1C | ? | /
CCOc1ccc(OCc2ccc(C(=O)O)o2)cc1 | ? | /
